# Screens (PubChem BioAssay)
# Giardia kill: Giardia lamblia killing | Giardia lamblia trophozoite viability | activity change, % at 7.66 µM, hits read low | 340,000 tested, 0.15% active; in the data active means activity change below about -80%; inconclusive means between about -30% and that limit;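 further: parasites exposed to compound for two days anaerobically before the ATP read; on the % scale 0 is the no-effect control and ±100 the full control effect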
#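 Giardia lamblia trophozoites (100 cells/well) were incubated with compounds for 48 h at 37 deg C under anaerobic conditions. Viability was read as ATP content by one-step luminescence after 15-30 min at room temperature.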
# Tb PFK block: blocks T. brucei phosphofructokinase | T. brucei PFK, ADP-Glo luminescence | Potency, µM (top dose mostly 57.5 µM), without a hit: top-dose activity, negative = inhibition, hits mostly inhibitors | 330,000 tested, 0.17% active;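 further: potency means the concentration at half of the fitted maximal effect; 0% = uninhibited 1x PFK enzyme wells and -100% = no-enzyme wells; nearly all actives have a fitted effect of over 60% in size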
# Target sequence (O15648 whole entry, looked up): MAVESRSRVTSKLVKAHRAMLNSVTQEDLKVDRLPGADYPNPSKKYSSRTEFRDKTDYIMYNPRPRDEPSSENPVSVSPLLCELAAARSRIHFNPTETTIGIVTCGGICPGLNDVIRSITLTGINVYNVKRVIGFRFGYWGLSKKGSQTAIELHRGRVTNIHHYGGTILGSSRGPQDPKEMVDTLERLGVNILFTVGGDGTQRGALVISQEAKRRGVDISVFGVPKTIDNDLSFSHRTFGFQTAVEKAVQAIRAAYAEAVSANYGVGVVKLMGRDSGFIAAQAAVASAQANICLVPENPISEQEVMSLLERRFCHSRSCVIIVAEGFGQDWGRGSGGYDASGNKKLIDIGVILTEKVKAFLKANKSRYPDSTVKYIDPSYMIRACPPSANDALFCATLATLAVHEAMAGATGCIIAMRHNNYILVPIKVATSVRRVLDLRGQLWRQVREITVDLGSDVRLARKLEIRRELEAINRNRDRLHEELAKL
#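 1.25 nM PFK with 0.5 mM F6P and 0.1 mM ATP in 0.1 M TEA pH 8.0, 5 mM MgCl2, incubated 45 min at room temperature; ADP measured by ADP-Glo luminescence; compounds titrated up to 57 uM.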
# PTAP TSG101 blk: blocks PTAP/TSG101 interaction to inhibit HIV-1 budding. Q99816. 340,000 tested, under 10 active. Fluorescence polarization, FITC-PTAP peptide / Tsg101 binding. Potency, µM (series often up to 115 µM), for inactives: at the highest dose activity change, negative = inhibition, hits mostly inhibitors; active means well fitted inhibition curve with a large enough effect in the main read-out, with a control signal flat, not every such curve was filed as active; inconclusive means small, poorly fitted or top-dose-only effect, or effect the other way, or a change in a side signal; inactive means no such curve, though single readings can be large or run the other way; further: potency means the concentration at half of the fitted maximal effect; % of control where 0% means no effect
#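 Tsg101 binding domain (10 uM final) was mixed with compound and a FITC-labeled PTAP peptide (50 nM final) in HEPES pH 7.5 buffer with NaCl, Tween 20, EDTA and TCEP; fluorescence polarization was read after 20 min at r.t.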
# a7 integrin act: integrin-mediated muscular dystrophy alleviation activation | 350,000 tested, 0.064% active | alpha7betagal myoblasts, beta-gal FDG fluorescence, 48 h | Potency, µM (series often up to 38.3 µM), for inactives: at the top dose activation, hits mostly activators | AID 624291;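 further: potency means the concentration at half of the fitted maximal effect; 100% = response of the positive control SU9516; nearly all actives have a fitted effect of over 60% in size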
#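 alpha7betagal+/- myoblasts (passage 13, 250/well) treated 48 h at 37C with compounds at 1:260 dilution of DMSO stock. Lysed, then beta-galactosidase activity read as FDG fluorescence (ex 480/em 540) after 30 min, with pre-read for autofluorescence.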
# Menin-MLL TR inh: displaces Texas Red mutant MLL peptide from human menin; O00255; Menin + Texas Red MLL mutant peptide, fluorescence polarization; Potency, µM (series often up to 61.6 µM), without a hit: top-dose FP activity change, negative = inhibition, actives largely listed as inhibitors; 270,000 tested, 0.23% active; AID 1768; active means well fitted inhibition curve with a large enough effect in the polarisation, with a control signal flat, not every such curve was filed as active; inconclusive means small, poorly fitted or top-dose-only effect, or effect the other way, or a change in a side signal; inactive means no such curve, though single readings can be large or run the other way; the % refers to the polarisation; further: potency means the concentration at half of the fitted maximal effect; % of control where 0% means no effect; many of its hits are not listed in these tables
# Coupling enz: inhibits coupling enzyme system, counter-screen for aldolase hits | coupling enzyme system counterscreen, AmpLite Red fluorescence | activity change, negative = inhibition, % at 58.2 µM, hits read low | 290,000 tested, 0.67% active | AID 2472; in the data active means activity change below about -30%; further: on the % scale 0 is the no-effect control and ±100 the full control effect
#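 Coupling enzymes only (glyceraldehyde-3-phosphate) + compound, at 57.5 uM final, 10 min RT; add substrate/coupling/AmpLite Red mix, 20 min RT; fluorescence ex 525/em 598 nm. Actives flag coupling-system interference.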
# ASM inhibitor: human S-ASM enzyme inhibition. P17405. placental ASM, HMU-PC fluorogenic substrate, 60 min. Potency, µM (highest dose often 57.5 µM), for inactives: top-dose activity change, negative = inhibition, hits mostly inhibitors. 340,000 tested, 0.006% active; further: potency means the concentration at half of the fitted maximal effect
#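 Human placenta-derived ASM enzyme was preincubated with compound for 10 minutes at room temperature, then given fluorogenic substrate HMU-PC0 (9 uM final) for 60 minutes at 37 °C; a pH 10 stop preceded fluorescence reading at Ex 386/Em 447 nm.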
# B2AR arrestin: agonists driving beta-arrestin recruitment to human beta2-adrenergic receptor | 330,000 tested, 0.02% active | P07550 | beta-arrestin recruitment to beta2AR, cell-based reporter | Potency, µM (highest dose often 46.1 µM), for the others: top-dose activation, hits mostly activators;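 further: potency means the concentration at half of the fitted maximal effect; 0% = DMSO controls and full agonism = EC100 isoproterenol or metaproterenol; nearly all actives have a fitted effect of over 65% in size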
# BCR signal inh: inhibitors of chronic active B-cell receptor signaling; ABC-DLBCL IkBa-CBG/CBR reporter, luminescence ratio, 4 h; Potency, µM (top dose mostly 46.1 µM), without a hit: top-dose ratio change, negative = lower green/red ratio, most hits filed as inhibitors; 340,000 tested, 0.05% active; AID 493014; active means well fitted inhibition curve with a large enough effect in the signal ratio, with a control signal flat, not every such curve was filed as active; inconclusive means small, poorly fitted or top-dose-only effect, or effect the other way, or a change in a side signal; the % refers to the signal ratio;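 further: potency means the concentration at half of the fitted maximal effect; plate controls were basal doxycycline-induced cells for no effect and cells given 10 µM MG132 for full effect; MG132 reads +100%, hits lower the ratio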
#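 Concentration-response series (up to 46 uM) were applied to TMD8 dual-reporter cells for 4 h at 37C with doxycycline. Green/red ratio, after filter-overlap correction, defined %Activity; red signal alone was normalised to basal cells and zero luminescence.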
# GALK inhibitor: blocks human galactokinase activity; Purified GALK, Kinase-Glo residual ATP luminescence; 270,000 tested, 0.007% active; P51570; AID 1868; Potency, µM (series often up to 57.5 µM), for the others: at the highest dose activity change, negative = inhibition, hits mostly inhibitors; further: potency means the concentration at half of the fitted maximal effect; on the % scale 0 is the no-effect control and ±100 the full control effect
# Target sequence (P51570 whole entry, looked up): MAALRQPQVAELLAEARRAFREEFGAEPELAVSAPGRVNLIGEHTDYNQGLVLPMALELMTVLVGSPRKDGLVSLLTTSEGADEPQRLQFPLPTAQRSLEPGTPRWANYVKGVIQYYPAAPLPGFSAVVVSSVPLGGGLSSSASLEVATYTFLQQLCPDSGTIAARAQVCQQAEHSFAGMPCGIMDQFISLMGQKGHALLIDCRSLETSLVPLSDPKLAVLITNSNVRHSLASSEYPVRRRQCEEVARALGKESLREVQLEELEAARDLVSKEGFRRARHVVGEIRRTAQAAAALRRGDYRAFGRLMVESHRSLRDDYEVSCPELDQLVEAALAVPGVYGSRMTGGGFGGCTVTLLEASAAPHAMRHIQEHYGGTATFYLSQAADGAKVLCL
#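 Human GALK (5 nM) with 35 uM ATP and 100 uM galactose in 20 mM HEPES pH 8.0, 5 mM MgCl2, 60 mM NaCl, 1 mM DTT, 0.01% BSA. After 1 h at room temperature, leftover ATP was read by Kinase-Glo Plus luminescence.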
# PKM2 act: increases activity of human pyruvate kinase M2 | purified PKM2, Kinase-Glo ATP luminescence, activation; response scale: 0% is enzyme alone, no compound | Potency, µM (top dose mostly 57.5 µM), for inactives: top-dose activation, actives largely listed as activators | 260,000 tested, 0.34% active; further: potency means the concentration at half of the fitted maximal effect; on the % scale 0 is the no-effect control and ±100 the full control effect; nearly all actives have a fitted effect of over 55% in size
#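 Purified hPK-M2 (>95%) run at intermediate activity with 0.1 mM ADP and 0.5 mM PEP in 50 mM imidazole pH 7.2, KCl, MgCl2; 1 h room temperature. ATP formed read by Kinase-Glo luminescence; normalized to uninhibited and no-enzyme controls.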
# Starred values were filed as active, the others as inactive; ? = inconclusive; nt = no result given; & = joins results of further samples; [ ] = dose if it differs, or a comment. Unless noted, the call rests on the fitted dose curve; in most records, active means well fitted curve in the direction sought with a large enough effect; inconclusive means small, poorly fitted or top-dose-only effect, or another doubt; inactive means no such curve, though single readings can be large; an effect the other way counts as inactive or inconclusive.
SMILES,Giardia kill,Tb PFK block,PTAP TSG101 blk,a7 integrin act,Menin-MLL TR inh,Coupling enz,ASM inhibitor,B2AR arrestin,BCR signal inh,GALK inhibitor,PKM2 act
O=C(NC1CCCCCC1)C1CC(=O)N(Cc2ccccc2)C1 (centres undefined),14,0%,1%,6%,3%,5,-3%,-0.6%,2%,7%,1%
O=C1CN(C(=O)COc2c(F)c(F)cc(F)c2F)c2ccccc2N1,-2,4%,0%,-4%,nt,nt,-1%,-0.3%,-4%,6%,-12%
CCN(CC)C(=O)C1CCN(Cc2ccc(OCc3ccccc3)c(OC)c2)CC1,10,-1%,1%,-47%[inhibitor],-23%,0,2%,-0.3%,-3%,1%,1%
CCC(=O)Nc1c2c(nc3c1CCC3)CCCC2,0,-1%,-6%,17%,13%,0,0%,0.6%,-1%,2%,-5%
Cn1c(SCc2ccccc2Br)nc2ccccc2c1=O,5,-7%,-5%,-18%,2%,-2,-18%,2.4%,0%,0%,5%
CCOc1ccc2nc(SCC(=O)NC3CCCc4ccccc43)sc2c1 (centres undefined),-6,0%,-5%,?,-13%,1,-10%,-0.8%,-1%,1%,3%
COc1ccc(NC(=O)Nc2ccc3c(c2)CCC3)cc1OC,-11,0%,-3%,28%,15%,1,-3%,0.0%,0%,0%,-2%
CC(=O)c1ccc(Nc2nc(NCCO)nc(OC(C(F)(F)F)C(F)(F)F)n2)cc1,11,1%,-3%,9%,1%,-1,-5%,0.2%,10%,3%,-2%
O=C(CCNS(=O)(=O)c1ccc(Cl)cc1)N1CCN(Cc2ccccc2)CC1,11,0%,0%,9%,-3%,5,4%,1.4%,0%,nt,1%
Cc1csc(SCC(=O)Nc2oc(C)c3c(C)n[nH]c(=O)c23)n1,-3,-3%,-1%,-13%,nt,nt,5%,-0.4%,2%,nt,nt
Cc1ccc(S(=O)(=O)N2CC3CCCC2C3)cc1 (centres undefined),1,-3%,0%,-3%,nt,1,1%,-0.6%,8%,1%,-12%
Cc1ccnc(NCc2c(O)ccc3ccccc23)c1,7,0%,-2%,-29%,?,-4,-7%,-0.6%,?,0%,12%
CN(CCc1ccccn1)C(=O)CCNC(=O)Cn1cnc2ccccc2c1=O,-5,0%,-7%,-2%,11%,4,0%,0.0%,0%,-2%,-8%
COc1ccc(-n2c(Cc3cccn3C)nnc2SCC(=O)Nc2ccc(C)cc2C)cc1,28,-4%,-3%,19%,-4%,2,-1%,-0.8%,-9%,-2%,6%
Cc1nn(-c2ccccc2)c(Cl)c1/C=N/O,7,-2%,-3%,-10%,-3%,1,1%,0.1%,?,nt,1%
Cc1cccc(N2CCN(C(=O)C3CC(=O)N(C4CCCC4)C3)CC2)c1C (centres undefined),-10,-1%,-1%,2%,nt,nt,5%,-0.7%,-3%,7%,?
CC1CCN(C(=O)CSc2nnc(-c3cc4ccccc4cc3O)n2Cc2ccco2)CC1,3,1%,-8%,-3%,1%,5,4%,-0.4%,-2%,3%,9%
CC1CCc2[nH]c3ccc(C(=O)N(C)CC(=O)Nc4ccc(F)cc4)cc3c2C1 (centres undefined),16,-3%,-1%,-1%,nt,nt,-14%,-0.8%,?,-3%,10%
COc1cccc(C(=O)NNC(=O)c2cccnc2)c1,8,5%,-1%,-6%,11%,0,0%,0.3%,-12%,-4%,-1%
CN(C)C=NC(=O)c1cn(-c2ccc(F)cc2)c(=O)c2ccccc12,20,1%,-2%,15%,1%,-1,1%,0.0%,0%,1%,0%
CCn1nc(NC(=O)c2cccnc2)c2cc3ccccc3nc21,8,0%,-3%,-18%,0%,0,175%[activator],-0.9%,?,0%,0%
COC(=O)C1=C(C)NC(C)=C([N+](=O)[O-])C1c1ccccc1C(F)(F)F (centres undefined),5&-5,-6%&-3%,-5%&1%,nt,?,-6,-27%&-14%,0.2%&-0.7%,?,5%,1%
CCCc1cc(=O)oc2cc(OCC(=O)N(C)C)c(Cl)cc12,-6,4%,-5%,13%,-15%,2,-5%,-1.0%,-1%,6%,-4%
COc1ccc(S(=O)(=O)N2CCOCC2)cc1C(=O)NC1CCCCC1,1,-5%,-4%,21%,nt,nt,4%,-0.8%,-4%,-4%,5%
CN(C)NC(=O)C(NC(=O)c1ccccc1)C12CC3CC(CC(C3)C1)C2 (centres undefined),-9,1%,-6%,2%,1%,2,4%,-1.1%,-16%,0%,4%
COc1nc(OC)nc(N2CCC(C(=O)NCC3CCCCC3)CC2)n1,6,-3%,-2%,12%,10%,0,-3%,0.1%,3%,-4%,9%
CCN(Cc1ccccc1)S(=O)(=O)c1ccc(C(=O)N(CCCN(C)C)c2nc3cc4c(cc3s2)OCCO4)cc1,3,-1%,-2%,-63%[inhibitor],nt,nt,?,-0.1%,11%,nt,nt
COc1ccccc1CNC(=O)C/C(C)=N/NC(=O)Cc1ccc(OC)c(OC)c1,0,0%,-5%,22%,-3%,1,4%,-0.6%,-8%,1%,0%
CN(C)S(=O)(=O)c1cccc(C(=O)OCC(=O)NCc2ccc3c(c2)OCO3)c1,5,0%,-5%,-4%,-4%,0,1%,0.0%,5%,15%,2%
CC1(C)CC(=O)C(C(=O)Cc2ccccc2[N+](=O)[O-])C(=O)C1,-11,-1%,-1%,29%,10%,1,3%,-0.3%,3%,1%,2%

# 3 entries from above, set out differently:
smiles | Giardia kill | Tb PFK block | PTAP TSG101 blk | a7 integrin act | Menin-MLL TR inh | Coupling enz | ASM inhibitor | B2AR arrestin | BCR signal inh | GALK inhibitor | PKM2 act
Cc1cccc(N2CCN(C(=O)C3CC(=O)N(C4CCCC4)C3)CC2)c1C (centres undefined) | -10 | -1% | -1% | 2% | nt | nt | 5% | -0.7% | -3% | 7% | ?
CC1CCN(C(=O)CSc2nnc(-c3cc4ccccc4cc3O)n2Cc2ccco2)CC1 | 3 | 1% | -8% | -3% | 1% | 5 | 4% | -0.4% | -2% | 3% | 9%
CC1CCc2[nH]c3ccc(C(=O)N(C)CC(=O)Nc4ccc(F)cc4)cc3c2C1 (centres undefined) | 16 | -3% | -1% | -1% | nt | nt | -14% | -0.8% | ? | -3% | 10%

# Arranged by the number under Tb PFK block (high to low): some entries from above
Molecule,Tb PFK block,PTAP TSG101 blk,a7 integrin act,Menin-MLL TR inh,ASM inhibitor,B2AR arrestin,GALK inhibitor
CN(C)C=NC(=O)c1cn(-c2ccc(F)cc2)c(=O)c2ccccc12,1%,-2%,15%,1%,1%,0.0%,1%
CCOc1ccc2nc(SCC(=O)NC3CCCc4ccccc43)sc2c1 (centres undefined),0%,-5%,?,-13%,-10%,-0.8%,1%
Cc1nn(-c2ccccc2)c(Cl)c1/C=N/O,-2%,-3%,-10%,-3%,1%,0.1%,nt

# Continued:
SMILES,Giardia kill,Tb PFK block,PTAP TSG101 blk,a7 integrin act,Menin-MLL TR inh,Coupling enz,ASM inhibitor,B2AR arrestin,BCR signal inh,GALK inhibitor,PKM2 act
O=C(N/N=C/c1ccccn1)c1ccccc1,7,-10%,-7%,-13%,?,7,0%,0.0%,?,-1%,-10%
Cc1cn2c(N)c(/C=C3\C=Nc4ccccc43)c(=O)nc2s1,-3,-5%,4%,29%,nt,0,-4%,-0.8%,-2%,0%,-9%
COc1ccc(CC(=O)NC2CCN(Cc3nnnn3C(C)(C)C)CC2)cc1OC,-4,-2%,-8%,10%,-13%,-3,3%,-0.1%,-2%,0%,-5%
O=C(Nc1cc(Cl)cc(Cl)c1)c1cnn2cccnc12,-8,0%,1%,15%,11%,0,-1%,-0.3%,20%,2%,-4%
CCOc1ccc(NC(=O)CSc2nnc(C34CC5CC(CC(C5)C3)C4)n2C)cc1,-11,1%,-4%,35%,?,1,-1%,-1.7%,1%,-1%,7%
COc1ccc(C(=O)NCCc2c[nH]c3ccccc23)cc1S(=O)(=O)N1CCOCC1,-5,-6%,-6%,17%,-1%,0,2%,-0.5%,3%,-1%,-9%

# An excerpt. The share of hits here may be higher or lower than overall.
